# DT40 TDP1 no CPT: qHTS for Inhibitors of human tyrosyl-DNA phosphodiesterase 1 (TDP1): qHTS in cells in absence of CPT; Potency, µM (top dose mostly 46.2 µM), for inactives: at the highest dose activity change, negative = growth inhibition, actives largely listed as inhibitors; DT40 Tdp1-/- hTDP1 cells, no CPT, ATP luminescence, 48 h; 15% of 420,000 active; also: nearly all actives have a fitted effect of over 55% in size
#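 Cells were dispensed at 400 per well, compounds added by pin tool, plates incubated ≥48 hr at 37 °C, then CellTiter-Glo added for 30 min at room temperature before luminescence reading. Line: DT40 Tdp1-/- complemented with hTDP1; camptothecin omitted.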
# GCN5L2 inh: inhibitors of human GCN5L2 histone acetyltransferase; Q92830; GCN5L2 HAT assay, ThioGlo1 CoA-SH fluorescence; Potency, µM (doses to about 58.9 µM), inactives show at the highest dose activity change, negative = inhibition, most hits filed as inhibitors; 0.21% of 390,000 active; AID 504327
# Target sequence (Q92830 whole entry, looked up): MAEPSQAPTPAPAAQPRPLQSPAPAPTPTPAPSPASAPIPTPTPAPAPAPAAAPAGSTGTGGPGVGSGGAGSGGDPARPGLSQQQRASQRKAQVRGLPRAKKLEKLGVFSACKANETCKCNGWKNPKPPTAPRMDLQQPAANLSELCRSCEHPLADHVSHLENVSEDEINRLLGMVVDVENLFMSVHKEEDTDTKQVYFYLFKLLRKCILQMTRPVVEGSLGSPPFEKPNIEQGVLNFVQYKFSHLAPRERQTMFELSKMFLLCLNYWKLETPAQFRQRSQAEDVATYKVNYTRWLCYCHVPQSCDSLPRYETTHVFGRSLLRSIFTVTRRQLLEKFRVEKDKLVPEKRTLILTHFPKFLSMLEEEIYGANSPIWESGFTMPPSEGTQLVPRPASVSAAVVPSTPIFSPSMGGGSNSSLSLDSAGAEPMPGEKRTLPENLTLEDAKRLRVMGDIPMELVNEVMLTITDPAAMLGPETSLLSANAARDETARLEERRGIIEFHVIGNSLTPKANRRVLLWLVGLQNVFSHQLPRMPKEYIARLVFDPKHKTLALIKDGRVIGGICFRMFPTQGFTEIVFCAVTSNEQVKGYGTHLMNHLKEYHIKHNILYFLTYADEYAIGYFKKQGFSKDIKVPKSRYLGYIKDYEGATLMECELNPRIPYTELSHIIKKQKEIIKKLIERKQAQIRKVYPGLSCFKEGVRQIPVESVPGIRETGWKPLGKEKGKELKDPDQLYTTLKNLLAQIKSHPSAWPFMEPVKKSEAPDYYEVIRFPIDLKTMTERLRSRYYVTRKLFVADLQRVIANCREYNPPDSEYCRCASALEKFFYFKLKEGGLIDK
#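 Fluorescence readout, Ex340nm/Em540nm: ThioGlo1 (50uM final) reacts with free CoA thiol released as 20nM GCN5L2 acetylates H3(1-25) peptide (75uM) using acetyl-CoA (70uM). Compound and enzyme sat 15 min beforehand; 20 min room-temperature reaction.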
# TDP1 inh: inhibitors of human tyrosyl-DNA phosphodiesterase TDP1 | Q9NUW8 | recombinant TDP1, AlphaScreen DNA substrate cleavage | Potency, µM (titrated, usually from 130 µM), for inactives: at the highest dose activity change, negative = inhibition, most hits filed as inhibitors | 0.28% of 350,000 active; also: nearly all actives have a fitted effect of over 40% in size
#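 Compounds were preincubated with Tdp1 (1 nM final) for 15 min at room temperature before substrate (15 nM final) started a 5 min reaction; beads (10 ug/ml final) were then added for 10 min before AlphaScreen detection.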
# An asterisk follows results filed as active; u = inconclusive; x = no result given; & = joins results of further samples; [ ] = remark or other dose. Calls follow the shape of the dose curve; as a rule, active = well fitted curve in the direction sought with a large enough effect; inconclusive = small, poorly fitted or top-dose-only effect, or another doubt; inactive = no such curve, though single readings can be large; an effect the other way counts as inactive or inconclusive. % is scaled to controls: 0 for no effect and ±100 for the full control effect; potency is read from the fitted curve at half-maximal effect. The list is partial, so the mix of outcomes need not match the whole.
SMILES,DT40 TDP1 no CPT,GCN5L2 inh,TDP1 inh
COc1ccc(OC)c(NC(=O)C23CC4CC(C2)CC(n2cnc(Br)n2)(C4)C3)c1,10µM*,-12%,6%
CN1CCN(Cc2c(O)ccc3cc(-c4ccccn4)c(=O)oc23)CC1,-1%,-7%,3%
COc1ccc(NC(=O)c2cc(OC)c(OC)cc2OC)c(S(=O)(=O)N2CCOCC2)c1,-18%,-2%,0%
COc1cccc(C2CC(C(F)(F)F)n3ncc(C(=O)O)c3N2)c1 (centres undefined),-4%,-2%,1%
Cc1oc2c(CN3CCCCC3)c(O)ccc2c(=O)c1-c1ccc(Br)cc1,-25%,-23%,x
CCOC(=O)C1=C(Nc2ccc(Cl)cc2)OCC1=O,-27%,-8%,6%
Cc1cc(OCCCCN2C(=O)NC(C)(C)C2=O)ccc1[N+](=O)[O-],12µM*,-10%,-4%
COc1cc(/C=N/NC(=O)CCC(=O)NC2CCCCC2)ccc1C,-10%,-1%,-2%
CC(C)c1onc(C(=O)N2CCN(c3ccc(F)cc3)CC2)c1[N+](=O)[O-],8%,-3%,3%
COc1cc(/C=C(\C#N)C(=O)Nc2cccc3ncccc23)cc(OC)c1OC,u,-6%,5%
COc1cc(-c2n[nH]c(=S)n2-c2cccc(C(F)(F)F)c2)cc(OC)c1OC,-18%,-3%,0%
COc1cc(OC)cc(C(=O)NCC(=O)OCC(=O)N2CC(C)CC(C)C2)c1 (centres undefined),-12%,-2%,5%
COc1ccc(/C=C(/C#N)C(=O)Nc2ccc(O)cc2)cc1C(=O)O,6%,u,5%
O=C(Cn1[nH]c(=O)c2ccccc2c1=O)N1CCN(S(=O)(=O)c2ccc(Cl)cc2)CC1,0%,0%,1%
Cc1ccc(CN2CCN(CC(=O)N=Nc3c(O)[nH]c4ccccc34)CC2)cc1,15µM*,-5%,2%
Cn1ccnc1C(=O)c1ccc(S(=O)(=O)N2CCCC2)cc1,9%,-7%,3%
CN(c1ccc(C(=O)NC2CC2)cc1)S(=O)(=O)c1ccccc1,-14%,-5%,7%
CC(C)(C)c1ccccc1OCC(=O)NCc1ccccc1,u,-11%,x
CCCCC(C)(O)C/C=C/[C@H]1[C@H](O)CC(=O)[C@@H]1CCCCCCC(=O)OC (some centres undefined),1.5µM*,-14%&-1%&-4%,4%&6%&-3%
CCOC(=O)N1CCN(C(=O)c2ccc(Cl)c(S(=O)(=O)Nc3ccccc3)c2)CC1,-29%,-4%,2%
COc1ccc2c(c1)Cc1sc(NC(=O)c3ccc(Cl)cc3)nc1-2,13µM*,-1%,2%
CCN(CC)CCOC(=O)c1ccc(NC(=O)c2cc3cccc(OC)c3oc2=O)cc1,u,1%,9%
COc1cc(C(=O)NC(CCSC)C(=O)OCC(=O)NC(=O)C2CCCCC2)cc(OC)c1OC (centres undefined),-4%,-15%,2%
COc1ccc(/C=C2\CCCC3C2=NN(C(=O)CSc2n[nH]c(N)n2)C3c2ccc(OC)cc2)cc1 (centres undefined),u,-6%,7%
O=C1NN=C(CSc2n[nH]c(=S)s2)CS1,-28%,u,9%

# Reprinted from the part before: 2 entries; new compounds follow.
SMILES,DT40 TDP1 no CPT,GCN5L2 inh,TDP1 inh
COc1ccc(/C=C2\CCCC3C2=NN(C(=O)CSc2n[nH]c(N)n2)C3c2ccc(OC)cc2)cc1 (centres undefined),u,-6%,7%
O=C1NN=C(CSc2n[nH]c(=S)s2)CS1,-28%,u,9%
CSCCC(NC(=O)COc1ccccc1)C(=O)N1CCCCCC1 (centres undefined),u,-1%,0%
Cc1cccn2c(N)c(-c3ccccc3)nc12,-30%,-27%,2%
CCc1ccccc1NC(=O)N1CCCC(CCC(=O)N(C)CCc2ccccn2)C1 (centres undefined),-14%,11%,2%
S=C(Nc1ccccc1Cl)Nc1ccc(Cl)cc1Cl,u,u,4%
COc1ccc(S(=O)(=O)Nc2ccccc2OC)cc1NC(=O)c1cc2ccccc2oc1=O,u,-8%,-3%
O=C(CSc1nnc(C2CC2)n1Cc1ccccc1)Nc1cccnc1Cl,7%,-2%,2%
COc1ccc(C2c3[nH]c4ccccc4c3C[C@H]3C(=O)N(C4CCN(Cc5ccccc5)CC4)CC(=O)N23)c(OC)c1 (some centres undefined),15µM*,-3%,x
CC1=CC2=NC(=O)/C(=C\c3cc(C)n(-c4cccc(Cl)c4)c3C)C(=N)N2O1,9.2µM*,-22%,5%
O=C(Nc1cccnc1)c1ccc(Cl)cc1[N+](=O)[O-],1%,1%,2%
Cc1ccc(NC(=O)CN2C(=O)C(c3ccc(F)cc3)=NC23CCCCCC3)c(C)c1,u,8%,3%
COc1ccc(C(=O)OCN2C(=O)c3ccccc3C2=O)cc1,7%,-17%,5%
O=C(Nc1cccc2c1CCCC2)c1ccccc1F,-21%,-2%,-6%
CC1CCC(NC(=O)c2ccc3c(c2)N(Cc2ccccc2)C(=O)c2ccccc2S3(=O)=O)CC1 (centres undefined),-28%,-5%,3%
Cc1c(C(=O)C(=O)N2CCN(C)CC2)c2ccccc2n1C,9%,4%,5%
COc1ccc(C(=O)NC(C(=O)N2CCN(c3ccccc3O)CC2)C(C)C)cc1 (centres undefined),-30%,0%,5%
O=C(CSc1ccc2ccccc2c1)NCCCN1CCCC1=O,-7%,-3%,0%
O=C(CCN1CCOCC1)Nc1cc(C(=O)Nc2ccccc2F)ccc1N1CC2CC(C1)c1cccc(=O)n1C2 (centres undefined),0%,-8%,4%
Cc1ccc(S(=O)(=O)Nc2ccc(-n3c(C)nc4ccccc4c3=O)cc2)cc1,-14%,-6%,5%
Cc1ccc(-c2noc(CSc3nnc(Cc4ccccc4)n3-c3cccc(C)c3)n2)cc1,18µM*,-5%&-23%,4%&2%
CC(C)CC(=O)N1CCN(Cc2ccc(C(F)(F)F)cc2)CC1,u,-18%,4%
COc1ccc(-c2nnc(SCCC(=O)O)n2-c2ccccc2)cc1OC,12%,-1%,4%
COc1cccc(/C=C/C(=C2/C(=O)N(c3ccccc3)N=C2C)c2ccc(C)cc2)c1OC,u,0%,5%
COc1ccc(NC(=O)/C(C#N)=C/c2ncc([N+](=O)[O-])n2C)c(OC)c1,u,-4%,x
COc1ccc(-n2nc3c(c2NC(=O)C2CC(=O)N(c4ccccc4)C2)CS(=O)(=O)C3)cc1 (centres undefined),-4%,-1%,1%
Cc1ccc(S(=O)(=O)N2CCOCC2)cc1NC(=O)CNCC1CCCCC1,u,2%,0%

# As a working copy, some entries already given.
SMILES,DT40 TDP1 no CPT,GCN5L2 inh,TDP1 inh
COc1ccc(C2c3[nH]c4ccccc4c3C[C@H]3C(=O)N(C4CCN(Cc5ccccc5)CC4)CC(=O)N23)c(OC)c1 (some centres undefined),15µM*,-3%,x
CC1=CC2=NC(=O)/C(=C\c3cc(C)n(-c4cccc(Cl)c4)c3C)C(=N)N2O1,9.2µM*,-22%,5%
O=C(Nc1cccnc1)c1ccc(Cl)cc1[N+](=O)[O-],1%,1%,2%
Cc1ccc(NC(=O)CN2C(=O)C(c3ccc(F)cc3)=NC23CCCCCC3)c(C)c1,u,8%,3%
COc1ccc(C(=O)OCN2C(=O)c3ccccc3C2=O)cc1,7%,-17%,5%
O=C(Nc1cccc2c1CCCC2)c1ccccc1F,-21%,-2%,-6%
CC1CCC(NC(=O)c2ccc3c(c2)N(Cc2ccccc2)C(=O)c2ccccc2S3(=O)=O)CC1 (centres undefined),-28%,-5%,3%
Cc1c(C(=O)C(=O)N2CCN(C)CC2)c2ccccc2n1C,9%,4%,5%
COc1ccc(C(=O)NC(C(=O)N2CCN(c3ccccc3O)CC2)C(C)C)cc1 (centres undefined),-30%,0%,5%
O=C(CSc1ccc2ccccc2c1)NCCCN1CCCC1=O,-7%,-3%,0%
O=C(CCN1CCOCC1)Nc1cc(C(=O)Nc2ccccc2F)ccc1N1CC2CC(C1)c1cccc(=O)n1C2 (centres undefined),0%,-8%,4%
Cc1ccc(S(=O)(=O)Nc2ccc(-n3c(C)nc4ccccc4c3=O)cc2)cc1,-14%,-6%,5%
Cc1ccc(-c2noc(CSc3nnc(Cc4ccccc4)n3-c3cccc(C)c3)n2)cc1,18µM*,-5%&-23%,4%&2%
CC(C)CC(=O)N1CCN(Cc2ccc(C(F)(F)F)cc2)CC1,u,-18%,4%
COc1ccc(-c2nnc(SCCC(=O)O)n2-c2ccccc2)cc1OC,12%,-1%,4%
COc1cccc(/C=C/C(=C2/C(=O)N(c3ccccc3)N=C2C)c2ccc(C)cc2)c1OC,u,0%,5%
COc1ccc(NC(=O)/C(C#N)=C/c2ncc([N+](=O)[O-])n2C)c(OC)c1,u,-4%,x
COc1ccc(-n2nc3c(c2NC(=O)C2CC(=O)N(c4ccccc4)C2)CS(=O)(=O)C3)cc1 (centres undefined),-4%,-1%,1%
Cc1ccc(S(=O)(=O)N2CCOCC2)cc1NC(=O)CNCC1CCCCC1,u,2%,0%

# The list goes on:
SMILES,DT40 TDP1 no CPT,GCN5L2 inh,TDP1 inh
CC1Cc2ccccc2N1S(=O)(=O)c1cnc(Cl)c(Cl)c1 (centres undefined),10µM*,0%,x
CN(C)c1cc(Nc2ccc(O)cc2)c([N+](=O)[O-])c2nonc12,21%,1%,-8%
CSc1ccc(/C=N/n2c(C3CCCCC3)n[nH]c2=S)cc1,u,-12%,x
COC(=O)c1cc(NC(=O)c2cccs2)ccc1N1CCOCC1,u,-10%,6%
CN(C)C(=O)c1c2c(nc3ccccc13)CCCC2,-1%,0%,0%
N#Cc1cc2c(=O)n3ccccc3nc2n(CCN2CCOCC2)c1=O,x,0%,3%
O=C(NCCCN1CCc2ccccc2C1)C1CCN(S(=O)(=O)N2CCCC2)CC1,-19%,-3%,-2%
Cc1cccc(OCC(=O)Nc2ccc(S(=O)(=O)N3CCN(C)CC3)cc2)c1,-13%,-5%,8%
Cc1ccc2sc(N(Cc3cccnc3)C(=O)Cc3ccccc3)nc2c1C,u,0%,3%
CCc1ccc(NC(=S)N2CCCC(C(F)(F)F)C2)cc1 (centres undefined),-25%,-3%,4%
COc1cccc(-c2cc(-c3cccnc3)c(C#N)c(N)n2)c1,11%,-9%,x
Cc1ccccc1SCC(=O)OCC(=O)Nc1ccc(N(C)C)cc1,1%,-16%,3%
CCOC(=O)CN1C(=O)N[C@@H](CCc2ccccc2)[C@@H](C(=O)OC)[C@H]1C,-16%,x,-2%[12.3 µM]
CCOc1ccc(-c2c(C(=O)N/N=C/c3ccsc3)nnn2-c2nonc2N)cc1,24%,-4%,0%
CC(C)NC[C@H]1CCc2cc(CO)c([N+](=O)[O-])cc2N1,x,5%[21.4 µM],13%[21 µM]
CC(Sc1ccccc1)C(=O)NCCc1ccccc1 (centres undefined),-24%,-6%,x
Clc1ccc(Oc2nc(N3CCOCC3)nc(N3CCOCC3)n2)cc1,u,x,2%
COc1ccc(N=Nc2nc3cc(Br)c(Br)cc3n2C)c(OC)c1,u,3%,5%
Cc1c(-c2ccccc2)[n+](=O)c2c(n1[O-])CCCC2,-3%,-2%,4%
O=C(Cc1ccc(Cl)cc1)Nc1ccccc1C(=O)N1CCCCC1,-7%,-14%,4%
CCOC(=O)c1cc(-c2ccc(F)cc2)n(CCC(=O)NCc2ccccc2OC)c1C,u,-6%,7%
Nc1ccc(CCC(=O)N2CCCC2)cc1,-7%,-13%,x
O=C(Cn1cnc2c(cnn2-c2ccccc2)c1=O)Nc1cc(S(=O)(=O)N2CCOCC2)ccc1Cl,23µM*,-7%,3%
CCC(=O)Nc1ccc2c(c1)nc1n2CCN(C2CCCCC2)C1,u,-8%,12%
Cn1cnnc1SCC(C)(C)NS(=O)(=O)c1ccc(Cl)cc1,2%,-7%,x

# Following part
SMILES,DT40 TDP1 no CPT,GCN5L2 inh,TDP1 inh
COc1ccc(Oc2cn[nH]c2-c2ccc(OC)cc2O)cc1,u,-11%,x
COc1ccc(CCNC(=O)c2ccc3c(c2)NC(=O)C(N2CCOCC2)S3)cc1OC (centres undefined),u,-26%,2%
O=C(Nc1cccc(S(=O)(=O)NC2=NCCC2)c1)c1cc(-c2ccco2)nc2ccccc12,-29%,13µM*,x
CN(c1ncnc2c1c(-c1ccccc1)cn2-c1cccc(Cl)c1)C1CCCCC1,-29%,-7%,5%
CC(C)CCN(C(=O)CNC(=O)c1ccco1)C(C(=O)NC1CCCCC1)c1ccco1 (centres undefined),-29%,1%,1%
S=C(NCc1ccco1)Nc1ccc(Oc2ccc(Cl)cc2)cc1,u,-6%,0%
CC1CCN(CCOc2ccc(C(=O)c3ccccc3)cc2)CC1,u,1%,x
